Source: PubChem BioAssay
pCIP destab: lowers stability of the mouse p/CIP coactivator protein; Q05BA5; F442A p/CIP-EGFP cells, EGFP fluorescence, 16 h; decrease of EGFP signal, % at 10 µM; hit rate 0.01% among 290,000;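 active = EGFP signal decrease of at least 30% at 10 µM or well 3 SD below plate mean, unless failing retest; inactive = the rest, including hits failing retest or dose response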; note: some compounds called inactive have numbers as strong as hits; many of its hits are not listed in these tables
IDE act: boosts human insulin-degrading enzyme activity in HEK cells; hit rate 0.073% among 340,000; FAbeta-B cleavage, fluorescence polarization; 0% vehicle, 100% cell-free pure enzyme wells; activation, % at 5.96 µM; P14735;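 active = activation above the mean of all tested compounds plus 3 SD, set per screening campaign, cut at about 17% in these data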
Target sequence (P14735 whole entry, looked up): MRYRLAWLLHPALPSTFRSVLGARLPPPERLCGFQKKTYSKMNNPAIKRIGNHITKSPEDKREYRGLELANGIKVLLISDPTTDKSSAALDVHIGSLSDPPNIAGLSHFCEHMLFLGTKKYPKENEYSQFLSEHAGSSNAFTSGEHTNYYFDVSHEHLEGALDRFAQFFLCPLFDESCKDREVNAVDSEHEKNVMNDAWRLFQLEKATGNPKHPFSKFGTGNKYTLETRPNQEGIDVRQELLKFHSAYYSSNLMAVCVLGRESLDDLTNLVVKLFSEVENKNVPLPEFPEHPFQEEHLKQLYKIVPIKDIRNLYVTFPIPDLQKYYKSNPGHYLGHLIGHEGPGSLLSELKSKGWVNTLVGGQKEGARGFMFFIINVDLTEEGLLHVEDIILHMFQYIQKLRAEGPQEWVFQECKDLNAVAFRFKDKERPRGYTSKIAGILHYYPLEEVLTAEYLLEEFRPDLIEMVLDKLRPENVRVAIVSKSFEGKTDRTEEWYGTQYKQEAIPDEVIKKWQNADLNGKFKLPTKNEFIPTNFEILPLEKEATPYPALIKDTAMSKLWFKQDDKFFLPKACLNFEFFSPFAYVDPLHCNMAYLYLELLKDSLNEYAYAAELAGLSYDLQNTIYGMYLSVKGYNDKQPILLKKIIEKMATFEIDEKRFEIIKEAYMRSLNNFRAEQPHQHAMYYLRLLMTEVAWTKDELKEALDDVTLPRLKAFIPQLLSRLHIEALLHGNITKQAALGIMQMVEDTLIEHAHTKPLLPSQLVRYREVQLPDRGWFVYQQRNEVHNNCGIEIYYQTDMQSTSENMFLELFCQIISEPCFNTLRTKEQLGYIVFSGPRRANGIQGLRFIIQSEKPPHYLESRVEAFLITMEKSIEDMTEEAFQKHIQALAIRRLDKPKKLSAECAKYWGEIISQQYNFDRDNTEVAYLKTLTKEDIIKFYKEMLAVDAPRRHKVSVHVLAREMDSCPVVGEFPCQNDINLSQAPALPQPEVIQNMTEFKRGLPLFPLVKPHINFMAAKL
IDE inh: inhibitors of human insulin-degrading enzyme in cells; P14735; AID 434962; HEK cells, FAbetaB cleavage, fluorescence polarization; hit rate 0.41% among 320,000; inhibition, % at 5.59 µM;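 active = percent inhibition above the average of all tested compounds plus 3 SD, set per screening campaign, cut at about 16% in these data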;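 note: IDE supplied by intact live HEK cells; FP after avidin binding of uncleaved biotin substrate so inhibition keeps polarization high; 0% = DMSO wells and 100% = 60 µM reference IDE inhibitor Ii1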
UBC9 SUMO inh: SUMOylation inhibition; hit rate 0.36% among 290,000; HTRF SUMOylation assay, SAE1/SAE2 + UBC9, in vitro; AID 2006; inhibition, % at 35 µM; P63279; in the data active = inhibition above about 50%, passing the limit was not always enough; note: strong numbers were not always called active
* = called active by the depositor; / = not tested or not shown. Only part of the results is shown; rates above refer to the full screens.

SMILES	pCIP destab	IDE act	IDE inh	UBC9 SUMO inh
CCOC(=O)C1=C(C)N(CCCC(=O)O)C(=O)NC1c1ccc(Br)cc1 (stereo not given)	/	/	0.3	/
CCOC(=O)C1=C(C)N(CCCC(=O)O)C(=O)NC1c1cc2ccccc2c2ccccc12 (stereo not given)	/	/	-0.2	/
O=C(Nc1ccccc1)c1ccccc1NC(=O)c1ccccc1C(=O)O	/	/	0.3	/
C#CCOCCOCCOCCNc1nc(N2CCN(C(=O)[C@H](CCCCN)n3cc(C(N)CO)nn3)CC2)nc(N2CCN(C(=O)[C@H](CCCCN)n3cc(C(N)COC(=O)C(F)(F)F)nn3)CC2)n1 (stereo not given in full)	/	/	-1.2	/
CC(=O)c1nn(-c2ccccc2)cc1C(=O)c1ccc(C)cc1	/	/	4.2	/
Cc1nn(CC(=O)NCCCN2CCCC2=O)c(C)c1[N+](=O)[O-]	/	/	-0.5	/
O=C(COc1ccc(Br)cc1Br)NN1C(=O)c2ccccc2C1=O	/	/	0.9	/
CC1(C)CC(=O)C(C(c2cc([N+](=O)[O-])ccc2Cl)C2C(=O)CC(C)(C)CC2=O)C(=O)C1	/	/	8.1	/
CC(C)Oc1ccccc1/C=N/NC(=O)C1CC1	/	/	0.2	/
O=C(O)Cc1ccc2ccc3ccccc3c2c1	/	/	-3.4	/
CC1(OC(=O)c2cccs2)C(=O)C=C2C=C(c3ccc(C#N)cc3)OC=C2C1=O (stereo not given)	/	/	0.0	/
CCOC(=O)C1=C(C)N(CCCC(=O)O)C(=O)NC1c1ccccc1Cl (stereo not given)	/	/	-2.1	/
COCOc1ccc(-c2cc(=O)c3c(OCOC)cc(OCOC)cc3o2)cc1	/	/	5.8	/
COC(=O)c1ccc(SCc2ccccc2)nc1	/	/	2.3	/
O=C(NC1CCCCCCC1)c1ccc(Br)cc1	/	/	-3.5	/
O=C(O)C1Nc2ccc(OC(F)(F)F)cc2C2C=CCC12 (stereo not given)	/	/	-3.0	/
O=C1c2cccc(Cl)c2C(=O)N1c1ccccn1	/	/	-3.1	/
O=C(NNC(=O)c1ccc(Cl)c(Cl)c1)c1ccncc1	/	/	0.2	/
COc1ccc(C(=O)N/N=C/c2ccc(N(C)c3ccccc3)cc2)cc1	/	/	3.6	/
CCN=C(NCC)SC1CC(=O)N(CCc2ccccc2)C1=O (stereo not given)	/	/	3.2	/
COC(=O)c1ccc2c(c1)NC(=O)C1CCCN21 (stereo not given)	/	/	-4.7	/
Cc1ccc(C(C)C)c(OCCOCCN2CCNCC2)c1	/	/	0.7	/
Cc1ccccc1C(=O)NCCCNC(=O)c1ccccc1C	/	/	0.0	/
CCCCn1c(NC(=O)c2ccc(F)cc2)c(C#N)c2nc3ccccc3nc21	/	/	1.5	/
C[C@H](NC(=O)c1nc[nH]c1C(=O)NC1CCNCC1)C(=O)OCc1ccccc1	/	/	-2.4	/
Cc1cc(-c2ccc(N=Nc3c(S(=O)(=O)O)cc4cc(S(=O)(=O)O)cc(N)c4c3O)c(C)c2)ccc1N=Nc1c(S(=O)(=O)O)cc2cc(S(=O)(=O)O)cc(N)c2c1O	/	/	4.8	/
O=C1c2ccccc2S(=O)(=O)c2cc(N3CCC(C(=O)N4CCCCC4)CC3)ccc21	/	/	15.2	/
O=C(Nc1ccc(F)c(Cl)c1)C1CCCC1	/	/	-4.3	/
Cc1ccc2nc3n(c(=O)c2c1)-c1cc(Cl)ccc1C(=O)NC3Cc1ccc(O)cc1 (stereo not given)	/	/	4.3	/
CC1(C)C2CC[C@]3(C)C(CC=C4[C@@H]5C[C@@](C)(CO)[C@@H]6C[C@@]5(CC[C@]43C)C(=O)O6)[C@@]2(C)CC[C@@H]1O (stereo not given in full)	/	/	-2.6	/
COc1ccc(C(=O)NNC(=S)NC(=O)c2ccc(Cl)cc2)cc1	/	/	3.2	/
CC(=O)O[C@H]1C[C@@H]2CC[C@@H]3[C@H](CC[C@@]4(C)[C@H]3C[C@H]([N+]3(C)CCCCC3)[C@@H]4OC(C)=O)[C@@]2(C)C[C@@H]1N1CCCCC1	/	/	1.3	/
O=C1NC(Cc2ccccc2)c2nc3cc(F)ccc3c(=O)n2-c2ccccc21 (stereo not given)	/	/	6.1	/
CCCCCCCCC(=O)O	/	/	-5.3	/
O=C1c2cccc(O)c2C(=O)c2c(O)cc(CO)cc21	/	/	-3.2	/
CC(C)(C)c1ccc(C(=O)NCc2ccco2)cc1	/	/	0.1	/
COC/C=C/C1=CC2=CC(=O)C(C)(OC(=O)c3cnc4ccccc4n3)C(=O)C2=CN1C1CCCC1 (stereo not given)	/	/	0.4	/
CS(=O)(=O)c1ccc(-c2cc(Br)sc2-c2ccc(F)cc2)cc1	/	/	4.0	/
O=C(CSCc1ccc(Cl)cc1)c1ccco1	-3.4	/	2.5	27.5
O=C(N1CCN(Cc2ccc3c(c2)OCO3)CC1)C12CC3CC(CC(C3)C1)C2	0.3	/	1.9	-9.9
C/C=C\C(=O)Nc1cccc(C2=NOC3(C2)C[C@H](C(N)=O)N(C(=O)[C@H]2CCC(=O)N2)C3)c1 (stereo not given in full)	3.5	/	3.9	-14.2
COc1ccc(S(=O)(=O)C(C#N)c2nc3ccccc3nc2N2CCC(C)CC2)cc1 (stereo not given)	-0.7	/	8.8	64.0
C[C@H]1[C@H](C)CC[C@]2(C)CC[C@]3(C)C(=CC[C@@H]4[C@@]5(C)CC[C@@H](O)[C@](C)(C(=O)O)[C@@H]5CC[C@]43C)[C@H]12	-2.9	/	6.4	-42.6
COC/C=C/C1=CC2=CC(=O)C(C)(OC(=O)CCC(=O)OC)C(=O)C2=CO1 (stereo not given)	-3.5	/	-2.8	16.2
Cn1cnc2c1c(=O)[nH]c(=O)n2C	-8.9	/	2.9	-5.9
CN(C)c1ccc(-c2nn3c(-c4cccnc4)nnc3s2)cc1	-13.6	/	-2.1	10.7
CC1=C(C)SC(=C(C#N)c2nnc(N3CCOCC3)n2-c2ccccc2)S1	3.1	/	3.0	-2.0
COC(=O)c1ccc(C23CC4(C2)[C@H](CN(CC2CCCCC2)[C@@H]4c2ccccc2)C3c2ccc(C(F)(F)F)cc2)cc1 (stereo not given in full)	-2.0	/	-9.1	-13.2
CC1(OC(=O)CCc2ccccc2)C(=O)C=C2C=C(c3ccsc3)OC=C2C1=O (stereo not given)	-22.0	/	7.2	20.4
O=C1c2ccccc2C(=O)N1Cc1nc2ccccc2c(=O)n1Cc1ccco1	-3.7	/	-0.9	24.2

Pulled one by one from the list above:
SMILES	pCIP destab	IDE act	IDE inh	UBC9 SUMO inh
C[C@H]1[C@H](C)CC[C@]2(C)CC[C@]3(C)C(=CC[C@@H]4[C@@]5(C)CC[C@@H](O)[C@](C)(C(=O)O)[C@@H]5CC[C@]43C)[C@H]12	-2.9	/	6.4	-42.6
COC/C=C/C1=CC2=CC(=O)C(C)(OC(=O)CCC(=O)OC)C(=O)C2=CO1 (stereo not given)	-3.5	/	-2.8	16.2

Later entries
SMILES	pCIP destab	IDE act	IDE inh	UBC9 SUMO inh
C/C=C/C=C/[C@H]1Cc2cc(O)cc(O)c2O1	7.3	/	3.1	-10.8
COC(=O)c1ccc(C23CC4(C2)[C@H](CN(Cc2ccc(C(F)(F)F)cc2)[C@@H]4c2ccccc2)C3c2ccc(Cl)nc2)cc1 (stereo not given in full)	-4.2	/	2.8	-11.1
CC(=O)O[C@H]1CC[C@]2(C)[C@H]3CC=C4[C@@H]5[C@@H](C)[C@H](C)CC[C@]5(C(=O)O)CC[C@@]4(C)[C@]3(C)CC[C@H]2C1(C)C	-11.1	/	7.4	14.7
Cc1nccn1CC(=O)O	-4.6	/	2.8	-1.0
CC(=O)Cc1nsc(NC(=O)c2ccc(-c3ccc(Cl)c(C(F)(F)F)c3)o2)n1	-10.9	/	1.1	13.6
CCOC(=O)c1sc(NCCNc2nc(C)c(C(=O)OCC)s2)nc1C	-12.7	/	6.8	9.0
NC(=O)CN1CCOCCN(CC(N)=O)CCOCC1	-12.4	/	0.9	5.4
N#Cc1ccc(C23CC4(C2)[C@H](CN(Cc2ccc(-c5ccccc5)cc2)[C@@H]4c2ccccc2)C3c2ccc(C(F)(F)F)cc2)cc1 (stereo not given in full)	-12.2	/	8.3	11.3
O=C(C1CCN(S(=O)(=O)c2cccc3cccnc23)CC1)N1CC=C(c2ccccc2)CC1	-8.8	/	6.5	9.2
Cc1sc2nc(CN(CCc3ccccc3)C(=O)c3ccco3)[nH]c(=O)c2c1C	7.2	/	7.1	3.2
Clc1ccc(C2[C@H]3CN(Cc4ccc(-c5ccccc5)cc4)[C@H](c4ccccc4)C34CC2(c2ccccc2)C4)cn1 (stereo not given in full)	4.9	/	-2.7	3.9
COCCCn1c2nc3ccccc3nc2c2c(=O)n(Cc3ccccc3Cl)cnc21	-1.4	/	2.3	6.3
CCOC(=O)N1CCC(NC(=O)c2cnn3c(C(F)(F)F)cc(-c4cccc(OC)c4)nc23)CC1	-17.7	/	-2.1	26.1
C#CCOCCOCCOCCNc1nc(N2CCN(C(=O)[C@H](CCCCN)n3cc([C@@H](N)CO)nn3)CC2)nc(N2CCN(C(=O)[C@H](Cc3cc4ccccc4[nH]3)n3cc([C@@H](N)CO)nn3)CC2)n1	-8.2	/	5.6	13.0
COc1ccc(C(=O)Cn2c(N3CCCCC3)nc3c2c(=O)n(C)c(=O)n3C)cc1OC	/	3.4	/	/
COc1ccccc1CNC(=O)CN1C(=O)NC(c2ccccc2)(c2ccc(C)c(C)c2)C1=O (stereo not given)	/	-0.5	/	/
Cc1cc2c(cc1C)NC(=O)CC(c1ccccc1)=N2	/	4.0	/	/
CCOC(=O)c1ccc(S(=O)(=O)N2CCN(C3CC(=O)N(c4ccccc4C(F)(F)F)C3=O)CC2)cc1 (stereo not given)	/	-1.1	/	/
COC(=O)c1cccc2c(C(=O)O)cc(-c3ccccc3)nc12	/	0.5	/	/
COc1ccc(Cl)cc1NC(=O)CSc1nnc(C2CC2)n1N	/	-0.3	/	/

Among those listed so far, these contain a thiophene ring, fused or not:
SMILES	pCIP destab	IDE act	IDE inh	UBC9 SUMO inh
CC1(OC(=O)c2cccs2)C(=O)C=C2C=C(c3ccc(C#N)cc3)OC=C2C1=O (stereo not given)	/	/	0.0	/
CS(=O)(=O)c1ccc(-c2cc(Br)sc2-c2ccc(F)cc2)cc1	/	/	4.0	/
CC1(OC(=O)CCc2ccccc2)C(=O)C=C2C=C(c3ccsc3)OC=C2C1=O (stereo not given)	-22.0	/	7.2	20.4
Cc1sc2nc(CN(CCc3ccccc3)C(=O)c3ccco3)[nH]c(=O)c2c1C	7.2	/	7.1	3.2

(continued)
SMILES	pCIP destab	IDE act	IDE inh	UBC9 SUMO inh
O=C(CCNS(=O)(=O)c1ccccc1C(F)(F)F)NC1CCCCCC1	/	1.3	/	/
CC(=NNC(=O)c1ccncc1)c1ccc2ccccc2c1O	/	-101.8	/	/
Cc1c(C(=O)OC(C)C)sc(NC(=O)c2cnccn2)c1C(=O)OC(C)C	/	9.4	/	/
CC(C)C[C@@H](CN)NC(=O)c1nc[nH]c1C(=O)N[C@@H](CC(C)C)C(=O)CNC[C@H](C)NC(=O)c1nc[nH]c1C(=O)N[C@@H](CC(=O)O)C(=O)O	/	0.6	/	/
CSCCC(NC=O)C(=O)NC(C)C(=O)O (stereo not given)	/	4.7	/	/
O=S(=O)(Nc1ccc(-n2cnnn2)cc1)c1cccc(F)c1	/	-4.2	/	/
CCC1(c2ccccc2)NC(=O)N(CC(=O)Nc2cccc(S(=O)(=O)N3CCCCC3)c2)C1=O (stereo not given)	/	-2.6	/	/
Cc1ccccc1Cn1c(=O)c2c(nc3n2CCN3Cc2ccco2)n(C)c1=O	/	5.5	/	/
COc1ccc(OC)c(C(=O)COC(=O)COc2ccccc2F)c1	/	5.8	/	/
CC(C)C[C@H]1CN([C@@H](CC(C)C)CN2CCCC2CN2C(=S)NC[C@@H]2Cc2ccc(O)cc2)C(=S)N1CCc1ccccc1 (stereo not given in full)	/	2.1	/	/
O=c1[nH]c(=S)[nH]cc1Oc1ccc(Cl)cc1	/	0.2	/	/
COc1ccccc1NS(=O)(=O)c1cccc(C(=O)N/N=C(/C)c2ccc(-n3ccnc3)cc2)c1	/	-10.7	/	/
C[C@]12c3[nH]c4ccc(Cl)cc4c3CCN1C(=O)[C@@H](CC(=O)NCCCn1ccnc1)C[C@@H]2C(=O)N1CCCCC1	/	3.7	/	/
CC(=O)N1CCN(C(=O)c2cccc(S(=O)(=O)Nc3c(C)n(C)n(-c4ccccc4)c3=O)c2)CC1	/	1.1	/	/
C=CCN(c1ccccc1)S(=O)(=O)c1cccc(C(=O)NCC(c2ccc(OC)cc2)N2CCCCC2)c1 (stereo not given)	/	0.2	/	/
COc1ccccc1NS(=O)(=O)c1cccc(C(=O)NCC2(N3CCCCC3)CCCCC2)c1	/	-2.5	/	/
COc1ccc(CNCCCNCc2ccc(OC)c(OC)c2)cc1OC	/	6.1	/	/
CCCCN1CCC(=O)NC1=O	/	6.8	/	/
CC(C)(C)OC(=O)N1CCC(C(=O)Nc2cccc(C(=O)NCc3ccccc3)c2)CC1	/	2.2	/	/
CC(C)OCCCNc1nc2c(cnn2C)c(=O)[nH]1	/	-4.1	/	/
CCN(C(=O)COC(=O)c1nc(Cl)ccc1Cl)c1c(N)n(Cc2ccccc2)c(=O)[nH]c1=O	/	0.0	/	/
COc1ccc(C(=O)OCC(=O)N2CCC(C)CC2)cc1S(=O)(=O)N1CCOCC1	/	-0.5	/	/
CC(C)CNC(=O)C1(N2C(=O)c3ccccc3C2=O)CCCC1	/	1.8	/	/
CCCCCCCCCCCCCC(=O)NO	/	6.5	/	/
